Screening data as filed in PubChem.
GPR151 activ = activators of human GPR151, primary screen, cell-based, PathHunter beta-arrestin, luminescence | G-protein coupled receptor 151 (Homo sapiens), Q8TDV0 | PathHunter beta-arrestin GPR151 cells | activation, % at 11.2 µM | AID 1508602, 2020 | 1% of 650,000 active; in the data active = activation above about 4.9%;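 also: 0% = median of compound wells and 100% = cells with positive control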
Target sequence (Q8TDV0 whole entry, looked up): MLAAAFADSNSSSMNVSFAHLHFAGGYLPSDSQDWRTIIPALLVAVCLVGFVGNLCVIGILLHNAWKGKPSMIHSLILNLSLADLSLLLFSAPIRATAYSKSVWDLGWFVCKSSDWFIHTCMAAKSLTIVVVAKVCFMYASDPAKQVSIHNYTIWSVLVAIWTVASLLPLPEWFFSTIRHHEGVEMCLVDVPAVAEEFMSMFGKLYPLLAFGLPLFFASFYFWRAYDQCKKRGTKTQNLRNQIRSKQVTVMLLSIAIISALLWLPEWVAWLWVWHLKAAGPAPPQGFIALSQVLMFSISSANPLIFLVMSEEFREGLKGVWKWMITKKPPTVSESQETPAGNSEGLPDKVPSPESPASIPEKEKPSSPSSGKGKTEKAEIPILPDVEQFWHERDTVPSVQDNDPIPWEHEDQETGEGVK
TEAD-YAP block = TEAD-YAP interaction inhibition, primary screen, TEAD-YAP interaction inhibitor project, luminescence, HEK-TIYL cells; TEAD-Gal4/YAP UAS-luciferase luminescence; AID 1259422, 2018; 1.4% of 640,000 active; inhibition, % at 9.12 µM; in the data active = inhibition above about 32%;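 also: 0% = median of test compound wells and 100% = reference inhibitor wells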
MITF inh = MITF inhibitors, primary screen, biochemical, AlphaScreen, human; 0.91% of 650,000 active; AID 1259374, 2018; Microphthalmia-associated transcription factor (Homo sapiens), O75030; inhibition, % at 2.6 µM; AlphaScreen MITF homodimerization, bead proximity signal; in the data active = inhibition above about 50%;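 also: 0% = vehicle wells with protein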
Target sequence (O75030 whole entry, looked up): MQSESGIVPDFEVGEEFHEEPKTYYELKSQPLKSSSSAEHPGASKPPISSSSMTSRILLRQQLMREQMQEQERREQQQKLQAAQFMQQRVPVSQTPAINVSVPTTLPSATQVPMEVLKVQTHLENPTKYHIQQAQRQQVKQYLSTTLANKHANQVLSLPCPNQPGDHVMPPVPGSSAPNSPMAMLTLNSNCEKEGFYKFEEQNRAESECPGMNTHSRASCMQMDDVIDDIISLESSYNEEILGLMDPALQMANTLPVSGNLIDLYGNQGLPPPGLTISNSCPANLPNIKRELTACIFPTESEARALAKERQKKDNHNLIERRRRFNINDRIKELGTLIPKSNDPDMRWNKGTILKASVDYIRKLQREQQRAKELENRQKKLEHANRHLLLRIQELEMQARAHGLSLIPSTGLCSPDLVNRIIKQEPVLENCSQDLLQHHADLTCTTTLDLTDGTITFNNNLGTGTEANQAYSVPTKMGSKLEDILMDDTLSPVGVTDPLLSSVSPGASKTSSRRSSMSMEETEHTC
FBW7 act = FBW7 E3 ligase activators, primary screen, biochemical, AlphaScreen, human; F-box/WD repeat-containing protein 7 (Homo sapiens), Q969H0; AlphaScreen FBW7–phospho-cyclin E peptide binding, activator screen; normalized activity (activation), % at 26.1 µM; 0.13% of 650,000 active; AID 1259310, 2017; in the data active = normalized activity above about 1.9%;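 also: purified mutant Fbw7 with reduced substrate affinity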
Starred values were filed as active, the others as inactive. Compounds as they come; any-hit rate near 3.5%.

SMILES	GPR151 activ	TEAD-YAP block	MITF inh	FBW7 act
Cc1cc(N2CCOCC2)nc2ccc(NC(=O)CCC(=O)Nc3ccc(F)cc3)cc12	-0.4	-29	-7	0.5
CCOc1ccccc1NC(=O)c1c(NCc2cccs2)sc2c1CCC2	-0.3	-3	-5	-0.1
COc1cccc(CNC(=O)c2n[nH]c3cc(-c4ccncc4)ccc23)c1	-1.1	7	5	0.0
CC(SCc1ccccc1)C(=O)N/N=C/c1ccc(C#N)cc1 (stereo unspecified)	0.3	2	-3	0.1
CCCCN1C(=O)/C(=c2\sc3nc(-c4ccc(OC)cc4)nn3c2=O)c2ccccc21	-1.0	-7	-4	0.4
CCOC(=O)c1ccc(Nc2nc(C)cc(=O)[nH]2)cc1	-0.3	10	5	0.0
Cc1ccc(OCC(=O)Nc2cc3nn(-c4ccc(C)cc4)nc3cc2C)cc1	-0.3	-12	12	1.5
O=C(NCc1ccco1)C1Sc2nnc(-c3ccccc3)n2NC1c1ccc(F)cc1 (stereo unspecified)	0.8	3	1	-0.1
Fc1cccc2c1NC(c1ccc(Cl)cc1)C1CC=CC21 (stereo unspecified)	0.2	7	-3	-0.1
O=C(Nc1scc(-c2ccc(Cl)cc2)c1C(=O)O)c1ccco1	-5.0	10	1	-0.3
COc1cccc(CN(C)C(=O)Nc2ccc(-c3cn[nH]c3)cc2OCCN2CCCC2)c1	0.0	-7	10	-0.2
COC(=O)C1=C(C)OC(N)=C(C#N)C1c1ccccc1OC(=O)c1ccc(Cl)cc1 (stereo unspecified)	-0.6	2	0	0.2
C=CCOc1ccc(/C=c2\sc3nc(=O)c(C)nn3c2=O)cc1	1.2	8	-2	0.4
O=C(Nc1ccc(N2CCOCC2)cc1)c1csc(Nc2ncccn2)n1	-1.4	-27	31	-0.2
COC(=O)c1ccc2c(=O)[nH]c(CSc3nnc(-c4cccc(OC)c4)n3C)nc2c1	2.9	-5	-1	-0.1
COc1ccc(CC(=O)N2CCN(c3ccccc3OC)CC2)cc1	0.1	4	7	-0.1
CC1=C(C(=O)Nc2cccc(C)n2)C(c2ccc(F)cc2)C2=C(CCCC2=O)N1 (stereo unspecified)	3.0	7	-5	0.2
CCN(CC)C(=O)CN1CCCC(c2ncncc2S(C)(=O)=O)C1 (stereo unspecified)	-0.1	-3	64*	-0.1
COc1ccc(C(=O)N2CCN(Cc3c[nH]c4ccccc34)CC2)cc1OC	0.6	9	17	0.0
c1ccc(C2SCCN2c2ccccc2)cc1 (stereo unspecified)	0.4	-10	8	0.1

Some of these compounds in order of molar mass, falling.
SMILES	GPR151 activ	TEAD-YAP block	MITF inh	FBW7 act
COc1ccc(C(=O)N2CCN(Cc3c[nH]c4ccccc34)CC2)cc1OC	0.6	9	17	0.0
COc1ccc(CC(=O)N2CCN(c3ccccc3OC)CC2)cc1	0.1	4	7	-0.1
c1ccc(C2SCCN2c2ccccc2)cc1 (stereo unspecified)	0.4	-10	8	0.1

Remaining list, next part:
SMILES	GPR151 activ	TEAD-YAP block	MITF inh	FBW7 act
COC(=O)c1cc(C(=O)OCC(=O)NCC(F)(F)F)cc([N+](=O)[O-])c1	-0.7	-4	1	0.5
Cc1ccccc1NS(=O)(=O)c1c(C)noc1C	0.4	-5	-8	-0.1
COc1ccc(S(=O)(=O)N(C)CC(=O)Nc2ccccc2C(F)(F)F)cc1	1.3	11	-8	-0.2
COc1ccc(Nc2cc(N3CCN(c4cccc(C(F)(F)F)c4)CC3)c3noc4c3c2C(=O)c2ccccc2-4)cc1	-1.4	-5	-22	0.0
CC(C)(C)n1nc2c(c1NC(=O)c1cnc3ccccc3n1)CSC2	1.3	2	-4	-0.1
COc1cccc(CNC(=O)c2c(C)nc3cc(C)ccn23)c1	1.0	0	7	-0.3
CC(C)NC(=O)Cn1nc2c3ccccc3ncn2c1=O	0.3	2	-1	0.2
CCC(c1nnnn1Cc1ccc(F)cc1)N1CCN(C)CC1 (stereo unspecified)	1.3	-2	4	0.3
CC(=O)Nc1nc(-c2ccc(Cl)s2)cs1	1.0	-19	3	-0.1
O=C(Cn1nnc(-c2ccccc2)n1)N/N=C/c1ccccc1C(F)(F)F	1.2	0	12	0.4
COc1cccc(/C=N/n2cnnc2)c1OCc1ccc(C(=O)O)cc1	-1.1	7	2	0.4
O=c1c(Cl)c(N2CCN(S(=O)(=O)c3ccccc3)CC2)cnn1-c1ccccc1	0.1	9	21	0.2
COc1ccc(NS(=O)(=O)c2cccc(-c3nnc4n3CCCCC4)c2)cc1	0.1	-9	-3	-0.1
CN(CCC1CCCCO1)C1CCN(c2ccc(NC(=O)C3CCCC3)cc2)CC1 (stereo unspecified)	-0.6	4	-3	-0.2
O=C(Nc1ccc(N2CCOCC2)c(Cl)c1)c1sc2ccccc2c1Cl	3.3	-6	-14	0.0
O=C(Cc1ccccc1)Nc1cnn(-c2cccc(C(=O)Nc3cccc(Cn4cccn4)c3)c2)c1	-0.9	11	-9	0.1
CSc1nc2ccc(NC(=O)c3cc([N+](=O)[O-])ccc3N3CCOCC3)cc2s1	-1.3	-20	2	-0.4
COc1ccc(N2CCn3c2nc2c3c(=O)n(C)c(=O)n2C)cc1	0.1	7	-4	-0.1
NS(=O)(=O)c1ccc(Nc2nccc(NC3CCN(C(=O)C4COc5ccccc5O4)CC3)n2)cc1 (stereo unspecified)	0.9	1	5	0.3
CC12CCC(C(=O)Nc3ccc(C(F)(F)F)cc3)(CC1=O)C2(C)C (stereo unspecified)	0.0	18	-22	-0.3
O=C(CSc1nc2ccc(NS(=O)(=O)c3ccccc3)cc2s1)NCc1ccco1	2.2	12	16	0.1
CCOc1cc(/C=C/c2nc3ccccc3c(=O)[nH]2)ccc1OCC(N)=O	-0.1	-2	1	0.3
CC1CCCC(C)N1CC(O)COCC1COc2ccccc2O1 (stereo unspecified)	-0.4	-3	-10	0.0
Cc1ccccc1NC(=O)c1cccc(S(=O)(=O)Nc2cccc(F)c2)c1	1.1	6	5	0.0
N#Cc1ccc(NC(=O)c2cc3cc(Br)cc(Br)c3oc2=N)cc1	-0.6	-3	1	0.1
CN1CCN(C(=O)c2ccc3c(=O)n(CCc4ccccc4)c(=S)[nH]c3c2)CC1	1.7	-10	6	0.1
CCOc1ccc(-c2nc(-c3cccnc3)no2)cc1	-4.6	6	-6	-0.1
COC(=O)C1=C(C)N(C)C(=O)NC1c1ccc(OC(F)(F)F)cc1 (stereo unspecified)	0.4	-14	13	0.2
O=C(Nc1ccc(N2CCOCC2)cc1)c1ccc([N+](=O)[O-])cc1Cl	-0.1	-1	16	0.0
Cc1[nH]c(SC(C)C(N)=O)nc1Cc1ccccc1 (stereo unspecified)	-1.6	2	5	0.1
O=C(CSCc1ccc([N+](=O)[O-])cc1)N/N=C/c1ccc2c(c1)OCO2	-0.5	-7	-8	0.1
O=C(CSc1ncc(S(=O)(=O)c2ccccc2)c(=O)[nH]1)Nc1ccccc1F	4.4	-2	2	0.0
CCC(CC)=NNC(=O)C(=O)Nc1ccc(Cl)c(Cl)c1	-0.5	-10	14	0.6
CCOC(=O)Nc1ccc2c(c1)N(C(=O)CN(C)C)c1ccccc1CC2	1.0	12	1	-0.1
O=C1OCC2=C1C(c1ccc(F)cc1)c1cc3c(cc1N2)OCO3 (stereo unspecified)	0.3	50*	-2	-0.1
Cc1ccc(-c2csc3nc(C(C)C)oc(=O)c23)c(C)c1	0.6	18	12	0.0
CN(CCc1ccccc1)C1CCCN(C(=O)c2cc3ncccn3n2)C1 (stereo unspecified)	0.6	1	12	0.0
O=S(=O)(c1cccc(Cl)c1)N1CCN(c2ncnc3c2nnn3Cc2ccccc2)CC1	-1.5	2	11	-0.1
CCCNc1ccnc2c(-c3ccc(OC)c(OC)c3)cnn12	-0.9	-45	-2	0.2
O=C(CNS(=O)(=O)c1ccccc1)N1CCN(C(c2ccccc2)c2ccccc2)CC1	1.2	-12	2	0.8

Given with bars between the fields: part of the list above.
SMILES | GPR151 activ | TEAD-YAP block | MITF inh | FBW7 act
CCC(CC)=NNC(=O)C(=O)Nc1ccc(Cl)c(Cl)c1 | -0.5 | -10 | 14 | 0.6
CCOC(=O)Nc1ccc2c(c1)N(C(=O)CN(C)C)c1ccccc1CC2 | 1.0 | 12 | 1 | -0.1
O=C1OCC2=C1C(c1ccc(F)cc1)c1cc3c(cc1N2)OCO3 (stereo unspecified) | 0.3 | 50* | -2 | -0.1
Cc1ccc(-c2csc3nc(C(C)C)oc(=O)c23)c(C)c1 | 0.6 | 18 | 12 | 0.0
CN(CCc1ccccc1)C1CCCN(C(=O)c2cc3ncccn3n2)C1 (stereo unspecified) | 0.6 | 1 | 12 | 0.0
O=S(=O)(c1cccc(Cl)c1)N1CCN(c2ncnc3c2nnn3Cc2ccccc2)CC1 | -1.5 | 2 | 11 | -0.1
CCCNc1ccnc2c(-c3ccc(OC)c(OC)c3)cnn12 | -0.9 | -45 | -2 | 0.2

Other compounds follow:
SMILES	GPR151 activ	TEAD-YAP block	MITF inh	FBW7 act
OCCN1CCN(C(=S)Nc2ccc(OC(F)F)cc2)CC1	0.8	-3	-6	-0.1
NC(=O)C1CCCN(C2CCN(c3ccc(CC(=O)NCc4ccccc4)cc3)CC2)C1 (stereo unspecified)	-0.2	10	0	-0.1
Cc1ccc(C)c(C(=O)N2C(C)CCCC2C)c1 (stereo unspecified)	1.5	-4	9	0.0
CC(C)c1nc2sc3c(N4CCOCC4)ncnc3c2c2c1COC(C)(C)C2	0.1	-11	9	0.1
COc1ccc(N2C(=O)/C(=C\c3ccc([N+](=O)[O-])s3)C(=O)NC2=S)cc1	-1.1	-4	59*	0.1
O=C(Nc1nc2ccc(-c3cn[nH]c3)cc2s1)c1ccccc1	-1.5	14	8	-0.4
CN(C)C=Nc1ncc2c([nH]c3ccccc32)c1C#N	1.0	23	15	-0.1
CC(=O)c1cccc(-c2cccc(C(=O)NC3CC3)n2)c1	1.0	4	8	-0.1
COC(=O)c1c(NC(=O)c2ccncc2)sc2c1CCC2	0.2	1	-8	-0.1
O=C(NC1CCCCC1)C(O)C(O)C(=O)NC1CCCCC1 (stereo unspecified)	1.5	4	-40	0.1
O=C(Nc1cc2cccc([N+](=O)[O-])c2oc1=O)c1ccc(F)cc1	-0.1	-5	8	-0.1
CCCNC(=O)c1ccnc(Nc2cccc(N(C)C)c2)c1	-2.0	3	25	0.2
NC(=O)c1cc2cccc3c2n(c1=O)CCC3	2.5	-5	16	0.2
CCCN1Cc2sccc2/C(=C\CCO)[C@H]1c1cccc(Cl)c1	-1.9	-17	12	1.0
COCCN1C(=O)c2ccccc2C(C(=O)NCC2CCCO2)C1c1cccs1 (stereo unspecified)	1.3	-9	-6	-0.1
Cn1c(=O)c2cc(C(=O)NC3CCCCC3)sc2c2ccccc21	1.8	-9	9	0.3
CC(C)c1ccc(C2NC(=O)C(O)=C2C(=O)c2cccs2)cc1 (stereo unspecified)	0.3	-26	12	0.3
CC(C)c1ccc(/C=C2\NC(=S)N(C)C2=O)cc1	0.0	-53	1	-0.1
CCOc1ccc(-n2cc(OC(C)=O)c3c2nc(C)n2c(=O)c4ccccc4nc32)cc1	-0.2	11	8	0.1
O=C(CN1C(=O)c2ccccc2C1=O)Nc1ccc(O)cc1	-1.3	-12	10	1.2
CCOc1ccc(N(CC(=O)OC)S(=O)(=O)c2ccc(F)cc2)cc1	-0.2	-14	-1	0.1
O=C(Nc1cc(Cl)ccc1N1CCOCC1)c1cnccn1	-0.3	9	7	0.0
CCOc1ccc(/C=C(\C#N)C(N)=C(C#N)C#N)cc1	-1.1	-4	-8	-0.1
CCN(CC)CCSc1nc2ccccc2n1Cc1ccccc1	-0.8	11	21	0.0
COC(=O)CN(c1ccc(I)cc1)S(=O)(=O)c1ccccc1	0.1	1	3	-0.1
O=C(/C=C\Nc1ccc(Br)cn1)c1ccc(Cl)cc1	-0.7	-24	-4	0.0
O=C1C(=Nc2cccnc2)c2ccccc2N1CN1CCCCC1	-1.1	2	5	0.0
COC(=O)c1ccc(CN2CCC(NCCc3cnc[nH]3)CC2)cc1	-1.0	6	1	-0.2
O=C(Nc1ccc(Oc2ccc(NC(=O)c3ccccc3)cc2)cc1)c1ccccc1	-0.1	1	11	0.1
CC(C)NC(=O)CSc1nnc(-c2cccs2)n1Cc1ccccc1	-1.1	-14	-3	-0.1
O=C(Nc1ccc(-c2ccn[nH]2)cc1)C1(c2cccs2)CCCC1	2.9	-15	-2	0.0
O=C(NCCN1CCOCC1)c1ccc(I)cc1	-0.4	-17	-1	-0.1
N#CCSc1nc2ccc(N3CCOCC3)cc2c(=O)n1Cc1ccccc1	-0.5	-38	-6	-0.1

Another view of two compounds above:
canonical_smiles | GPR151 activ | TEAD-YAP block | MITF inh | FBW7 act
CC(C)NC(=O)CSc1nnc(-c2cccs2)n1Cc1ccccc1 | -1.1 | -14 | -3 | -0.1
O=C(NCCN1CCOCC1)c1ccc(I)cc1 | -0.4 | -17 | -1 | -0.1
